# PRMT1 FP inh = PRMT1 methyltransferase inhibitors, primary screen, biochemical, fluorescence polarization | Protein arginine N-methyltransferase 1 (Homo sapiens), Q99873 | recombinant PRMT1, activity-based probe fluorescence polarization | inhibition, % at 2.79 µM | 1.3% of 370,000 active | AID 652257, 2013;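 active = inhibition above about 21% made by adding two undisclosed values, limit read from the data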
# KLK7 zymogen act = proKLK7 zymogen activators, primary screen, biochemical, fluorescence intensity; purified proKLK7, EDANS-DABCYL substrate fluorescence; 100% is mature enzyme control, 0% vehicle; AID 652039, 2013; activation, % at 7 µM; 0.9% of 370,000 active;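 active = activation above the mean of all tested compounds plus 3 SD, computed per campaign excluding outliers beyond control limits, cut at about 13% in these data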
# UHRF1 MBD2 ctr = UHRF1 methylated DNA binding inhibitors, primary screen, counter-screen for MBD2 inhibitor project, biochemical, TR-FRET, human UHRF1, single concentration. E3 ubiquitin-protein ligase UHRF1 (Homo sapiens), Q96T88. inhibition, % at 4.4 µM. UHRF1 binding to methylated oligo. 0.75% of 370,000 active; in the data active = inhibition above about 21%;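 also: UHRF1 SRA domain binding a hemimethylated CpG hairpin DNA probe; 0% = median of test compound wells and 100% = reference inhibitor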
# Tn6 DDE FP = inhibitors of Tn6 peptide binding to fibrin DD(E), primary screen, biochemical, fluorescence polarization, human fibrin, Tn6 probe; Fibrin DD(E) TRITC-Tn6 fluorescence polarization displacement; inhibition, % at 8.3 µM; 0.21% of 370,000 active;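 active = inhibition above a per-campaign cutoff: mean of compounds within control limits plus 3 SD, cut at about 15% in these data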;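 also: 0% = median of all compound wells on the plate and 100% = blocking peptide control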
# Tn7 DDE FP = inhibitors of Tn7 peptide binding to fibrin DD(E), primary screen, biochemical, fluorescence polarization, human fibrin, Tn7 probe | 0.13% of 370,000 active | AID 720508, 2013 | FP displacement of FITC-Tn7 peptide from fibrin DD(E); 0% = median of compound wells per plate | inhibition, % at 8.3 µM;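 active = inhibition above the mean of compounds falling within the control limits plus 3 SD of them, cut at about 14% in these data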;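 also: 0% = plate median of compound wells and 100% = 10 µM Aha-Tn7 peptide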
#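 Test system: human clot-derived fibrin DD(E) complex / Quantity: 2 µM final DD(E) protein / Incubation: 10 min plus 3 h, room temperature / Measured by: fluorescence polarization / Benchmarks: high control of 10 µM Aha-Tn7 peptide / Replicates: singlicate testing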
# TDP2 absorb = human TDP2 enzyme inhibitors, primary screen, biochemical, epi absorbance, recombinant enzyme. T5PNP hydrolysis, p-nitrophenol absorbance 415 nm. inhibition, % at 12.8 µM. 0.34% of 370,000 active;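 active = inhibition above the mean of all tested compounds plus 3 SD, set per campaign, cut at about 25% in these data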;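 also: 0% = DMSO with enzyme and 100% = buffer with substrate but no TDP2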
# Target sequence (O95551 whole entry, looked up): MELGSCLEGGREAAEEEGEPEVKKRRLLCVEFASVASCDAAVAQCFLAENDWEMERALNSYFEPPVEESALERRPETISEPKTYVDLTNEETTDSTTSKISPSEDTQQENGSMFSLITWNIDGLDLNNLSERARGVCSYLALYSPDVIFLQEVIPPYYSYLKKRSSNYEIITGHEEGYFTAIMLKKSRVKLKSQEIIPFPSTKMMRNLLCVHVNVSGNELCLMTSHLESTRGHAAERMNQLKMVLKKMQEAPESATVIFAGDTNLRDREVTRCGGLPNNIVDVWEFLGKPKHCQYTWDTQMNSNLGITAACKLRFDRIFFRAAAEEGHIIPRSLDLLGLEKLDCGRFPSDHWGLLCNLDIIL
#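 Test system: Human TDP2 enzyme | Reagent: 5 mM T5PNP | Compound dosing: 12.8 µM single point, 1% DMSO | Incubation: Enzyme reaction with compound for 2 h at 37 °C | Technique: p-Nitrophenol epi absorbance | Read-out: % inhibition relative to enzyme-containing and enzyme-free wells | Benchmarks: High control without enzyme, low control DMSO plus TDP2 | Replicates: Singlicate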
# LEDGF integ inh = blockers of LEDGF/p75-dependent integrase strand transfer – biochemical, TR-FRET, high throughput, primary screen; HIV-1 integrase (with human LEDGF/p75); TR-FRET IN-LEDGF/p75 DNA integration, Eu/Cy5; inhibition, % at 3.7 µM; 0.64% of 370,000 active; AID 743269, 2014;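 active = inhibition above the screen-wide mean plus 3 SD, cut at about 13% in these data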;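 also: signal is the Cy5 over europium emission ratio at 671 and 618 nm; 0% = plate median of compound wells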
# SIAE inh = human SIAE inhibitors, primary screen, biochemical, fluorescence polarization, FP-Rh probe, 1536-well HTS; Sialate O-acetylesterase (Homo sapiens), Q9HAT2; SIAE FP-Rh probe binding; inhibition, % at 9.66 µM; 0.69% of 370,000 active;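 active = inhibition above a cutoff: mean of compounds within the control limits plus 3 SD of those, cut at about 17% in these data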;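 also: 0% = plate median of compound wells and 100% = probe without SIAE protein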
# Target sequence (Q9HAT2 whole entry, looked up): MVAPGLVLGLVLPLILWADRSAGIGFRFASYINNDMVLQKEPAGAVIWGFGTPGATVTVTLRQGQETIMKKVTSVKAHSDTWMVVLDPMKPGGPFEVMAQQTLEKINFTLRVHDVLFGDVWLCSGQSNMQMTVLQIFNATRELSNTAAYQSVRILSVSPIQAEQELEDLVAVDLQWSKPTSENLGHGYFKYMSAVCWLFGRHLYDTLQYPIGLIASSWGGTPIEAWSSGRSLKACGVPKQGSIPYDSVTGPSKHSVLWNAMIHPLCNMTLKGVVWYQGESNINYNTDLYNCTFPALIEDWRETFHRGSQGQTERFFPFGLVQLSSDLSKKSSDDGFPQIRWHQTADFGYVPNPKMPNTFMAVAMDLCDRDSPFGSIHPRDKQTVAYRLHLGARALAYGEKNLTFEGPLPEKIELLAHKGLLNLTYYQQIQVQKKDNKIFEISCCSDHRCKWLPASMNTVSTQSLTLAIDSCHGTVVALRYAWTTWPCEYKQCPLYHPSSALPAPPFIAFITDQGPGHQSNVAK
# MBD2 DNA inh = inhibitors of MBD2 binding to methylated DNA, primary screen, biochemical, TR-FRET, DNA-binding domain, human; AID 686964, 2013; inhibition, % at 4.4 µM; 0.31% of 370,000 active; MBD2 binding to methylated oligonucleotide; Methyl-CpG-binding domain protein 2 (Homo sapiens), Q9UBB5; in the data active = inhibition above about 13%
# TCR CD3 inh = inhibitors of human TCR-CD3 interaction, primary screen, biochemical, fluorescence, TAMRA-labeled TCR probe; AID 651800, 2012; inhibition, % at 9.4 µM; 0.37% of 360,000 active; T-cell receptor (TCR); in the data active = inhibition above about 19%;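 also: recombinant mutant TCR 2C K166C tagged with TAMRA read by polarization; 0% = receptor in buffer alone and 100% = receptor with positive control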
# The depositor's hits bear a star; . = no result given.
compound,PRMT1 FP inh,KLK7 zymogen act,UHRF1 MBD2 ctr,Tn6 DDE FP,Tn7 DDE FP,TDP2 absorb,LEDGF integ inh,SIAE inh,MBD2 DNA inh,TCR CD3 inh
CCOC(=O)c1c2ccccc2[n+]([O-])n1CCO,-3,0.0,-1,-5,-2,1,1,9,2,-3
COc1cc(OC)cc(-c2nc3nc(C)c(CCC(=O)NCC(OC)OC)c(C)n3n2)c1,-1,-0.6,9,-2,-5,-18,2,1,4,-4
Cc1ccc(S(=O)(=O)NCC(=O)OCC(=O)NCc2ccc3c(c2)OCO3)cc1,0,0.2,-1,-2,-4,-2,-1,2,0,-7
CC(C)(C)OC(=O)C[C@H]1C/C=C\C[C@@H](CC(=O)N[C@@H](CO)Cc2ccccc2)C(=O)NCCOC1=O,-1,0.6,-4,1,5,9,-2,-3,3,-8
CC(C)NCC(O)c1ccc2ccccc2c1 (stereo not drawn),6,0.1,2,3,-3,8,-2,-5,0,-4
Cc1ccc(CNC(=O)COC(=O)CCCOc2ccc(Cl)cc2Cl)cc1,-1,-1.0,1,3,-1,-3,1,2,-1,3
CCOC(=O)Cc1cn(C(=O)OC(C)(C)C)c2ccccc12,0,1.5,1,-4,-7,6,0,11,1,7
CC(=O)Nc1cccc(C(=O)Nc2nc(C)cs2)c1,6,0.4,6,-6,1,-3,2,0,6,-3
Cc1cc(NC(=O)CSc2nc3ccccc3cc2C#N)no1,-2,-0.3,0,-5,5,18,-1,-7,1,6
O=C1CCC(=O)N1c1ccc(CSc2nc3ccccc3[nH]2)cc1,33*,0.5,5,-1,-2,-20,1,-7,-2,-4
CCN(CC)c1ccc(C=NN2CCCCCC2)cc1,4,-1.4,1,1,7,2,-7,0,1,-6
O=C(Cn1cc([N+](=O)[O-])cn1)Nc1ccccn1,3,-0.3,1,-2,-1,8,-4,-3,8,1

# Single records, from the list above. Screens in order: PRMT1 FP inh, KLK7 zymogen act, UHRF1 MBD2 ctr, Tn6 DDE FP, Tn7 DDE FP, TDP2 absorb, LEDGF integ inh, SIAE inh, MBD2 DNA inh, TCR CD3 inh
# CCOC(=O)Cc1cn(C(=O)OC(C)(C)C)c2ccccc12 in the list: 0, 1.5, 1, -4, -7, 6, 0, 11, 1, 7
# O=C1CCC(=O)N1c1ccc(CSc2nc3ccccc3[nH]2)cc1 in the list: 33*, 0.5, 5, -1, -2, -20, 1, -7, -2, -4

# Next part:
compound,PRMT1 FP inh,KLK7 zymogen act,UHRF1 MBD2 ctr,Tn6 DDE FP,Tn7 DDE FP,TDP2 absorb,LEDGF integ inh,SIAE inh,MBD2 DNA inh,TCR CD3 inh
CC(C)(C)NC(=O)CN(C(=O)C(=O)Nc1ccc2c(c1)OCCO2)C1CCCC1,4,0.2,5,-3,3,-10,-2,7,8,-3
Cc1ccc(NC(=O)NC2(C(=O)NCc3ccccc3)CCCCC2)cc1,0,-0.2,3,2,1,-5,-3,-4,1,-1
Cc1cc(C)c2nc(N(CCN(C)C)C(=O)c3ccc4ccccc4c3)sc2c1,2,-0.2,4,6,9,-2,-7,-2,0,-9
CCN1CCN(c2ccc(S(=O)(=O)N3CCOCC3)cc2NC(=O)c2ccc(C(F)(F)F)cc2)CC1,3,0.2,0,3,7,-11,2,-5,2,-2
COc1cccc(CNC(=O)CCS(=O)(=O)Cc2ccc(C)cc2)c1,-5,-0.6,0,-6,5,17,4,12,0,-1
c1cc(C2CCN(Cc3nc(-c4ccc5c(c4)OCO5)no3)CC2)ccn1,5,0.0,18,-7,8,4,0,4,5,7
CN1C(=O)C[C@@](C#N)(C(=O)NCc2ccc3c(c2)OCO3)[C@H]1c1ccccc1,-2,-0.1,0,11,-6,-11,3,2,0,.
CC(NS(C)(=O)=O)C(c1cccs1)N1CCN(c2ccccc2)CC1 (stereo not drawn),2,0.3,3,-4,-2,-18,-2,1,11,-5
Cc1nc(NCCN)c(C#N)c2c1COC(C)(C)C2,-3,2.3,0,10,1,-1,-4,6,0,5
O=C1CSC(c2ccccc2)N1c1ccccc1F (stereo not drawn),-4,0.1,2,2,-8,-12,0,-3,-1,3
COc1cc(/C=C2/C(=O)NN(c3ccc(C)c(Cl)c3)C2=O)cc([N+](=O)[O-])c1O,28*,0.1,-2,3,5,-5,3,-2,-7,-3
NS(=O)(=O)c1ccc(CCNC(=O)COC(=O)CC(c2ccccc2)c2ccccc2)cc1,5,-0.6,-1,-3,-3,-10,-6,-4,-5,0
CCCCCC(=O)N=Nc1c(O)[nH]c2ccc([N+](=O)[O-])cc12,0,-0.5,-6,2,1,5,-1,2,1,0
Cc1ccc(NC(=S)NNc2ncc(C(F)(F)F)cc2Cl)cc1,4,-0.8,7,-12,-4,-11,-1,1,2,-2
O=C(O)CCCCCNC(=O)c1ccc(Br)cc1,1,-0.8,1,-3,-2,-2,3,1,0,-9
CCN(CC)C(=O)c1[nH]cnc1C(=O)N[C@@H](Cc1ccccc1)C(=O)OC(C)(C)C,-1,0.9,-3,-3,2,2,-2,-5,-1,-3
COc1cccc(-c2nc(OC(C)C)c3ccccc3n2)c1,2,0.0,8,1,-1,-8,1,-11,4,-12
COC(=O)c1ccc(NC(=O)c2cccnc2)cc1,1,0.1,-1,0,-1,4,-2,0,0,1
O=C(Nc1ccccc1)C1CCCCN1S(=O)(=O)c1ccccc1 (stereo not drawn),5,0.8,2,-6,-6,2,3,-2,4,5
COC(=O)[C@]1(C)N[C@H](CN(C)C(=O)Nc2ccc(OC)cc2)[C@@H]2C(=O)N(C)C(=O)[C@@H]21,1,0.2,0,4,4,48*,-2,6,0,11
Cc1cccc(OCC(=O)N2CCC(c3ccccc3)C2)c1 (stereo not drawn),2,-0.1,0,-2,-4,8,0,0,0,11
CN(CCCOC(=O)c1occ2ccccc12)C1CN(Cc2cn(Cc3ccccc3Cl)nn2)S(=O)(=O)C1 (stereo not drawn),5,0.3,2,2,0,-3,0,3,9,.
Nc1ccc2c(c1)C(O)c1cccc(C(=O)O)c1-2 (stereo not drawn),0,2.6,-1,-3,-6,3,2,2,-9,1
Cc1ccc(NC(=O)COC(=O)CNC(=O)C2CCCCC2)cc1S(=O)(=O)N(C)C,3,0.5,-2,2,0,0,0,1,9,3
Cc1ccc(S(=O)(=O)N(CC(=O)Nc2ccccc2-c2ccccc2)c2ccc(C)cc2C)cc1,-3,0.1,-1,2,6,-4,-1,-10,0,6
CCN(CC)C(=O)Cn1nc(-c2ccncc2)nc1SCC(=O)Nc1ccc(OC)cc1,-10,-0.5,1,-2,-7,-7,-2,-3,-1,2
Cn1ccc(CC(=O)N2CCC(N3CCC(C(=O)N4CCCC4)CC3)CC2)c1,0,-0.2,-2,1,-6,2,-3,4,-2,-5
COc1ccc(CNC(=O)C[C@H]2C(=O)N(Cc3ccc(OC)cc3)C[C@@H]2Cc2ccccc2)cc1,2,0.4,6,4,2,-18,1,1,1,-8
O=C(CN1C(=O)C2CC=CCC2C1=O)Nc1nnc(SCc2c(Cl)cccc2Cl)s1 (stereo not drawn),0,0.5,-1,-7,-1,-5,-1,-19,2,5
COc1ccccc1CNS(=O)(=O)N(C)C,5,-0.2,4,-2,10,-9,-4,-2,8,3
COCCN(C)C(=O)CCc1nnc(Cc2ccc(-c3ccccc3)cc2)o1,2,0.2,1,8,0,-2,-6,0,-2,-5
CC1CCN(C(=O)CCc2ccc(Oc3cc([N+](=O)[O-])cc([N+](=O)[O-])c3)cc2)CC1,0,0.7,1,1,2,1,0,-1,4,3
Cc1cc(N2CCOCC2)ccc1/C=C1/SC(=O)NC1=O,3,2.2,17,0,2,4,-3,-3,-1,-7
COc1ccc(NC(=O)CCC(=O)Nc2cc(OC)c(NC(=O)c3cccs3)cc2OC)cc1,1,0.5,-1,-3,-2,-2,-1,6,1,-6
CCN(Cc1ccc(OC)c(F)c1)C(=O)CCl,-1,-0.3,-2,1,9,4,-1,6,1,9
N#Cc1cccc(-c2csc(C(O)c3ccc(F)cc3)n2)c1 (stereo not drawn),2,-1.4,0,0,-1,6,-2,-3,3,1
c1ccc(CN2CCCC3(CCCN(Cc4nc(CC5CC5)no4)C3)C2)cc1 (stereo not drawn),4,0.4,4,2,3,-5,0,0,2,-2
CC1C(=O)C(C)C(c2cccc(Br)c2)NC1c1cccc(Br)c1 (stereo not drawn),3,-0.2,1,1,4,-2,-3,-5,3,-9
COc1ccc(C)cc1NC(=O)Nc1ccc(Br)cn1,0,-0.2,4,1,4,-6,3,-2,-1,-3
O=C(O)c1ccccc1Nc1ccccc1C(=O)O,-2,-0.1,4,-5,4,7,-1,3,1,2
CC(=O)Nc1ccc(OCCOc2ccc(NC(C)=O)cc2)cc1,1,0.1,-2,5,9,-8,-1,-2,-4,1
Nc1cccc(-c2cncc(N3CCN(Cc4ccccn4)CC3)n2)c1,2,-0.1,-2,-1,6,5,2,4,1,0
Cn1c(N)c(C(=O)COC(=O)c2ccccc2C(=O)c2ccc(Cl)cc2)c(=O)n(C)c1=O,-1,0.5,0,-4,7,-2,-2,-10,-3,5
COc1ccccc1NS(=O)(=O)c1ccc(C)c(C(=O)NC2CCN(Cc3ccccc3)CC2)c1,-5,0.5,1,-4,2,8,5,12,-2,2
O=C(O)c1cccc(S(=O)(=O)N(Cc2ccccc2)c2ccccc2Cl)c1,3,0.1,6,-2,5,10,-2,-3,0,-8
Cc1ccc(Nc2cc(C)nc(N3CCOCC3)n2)cc1,1,-0.1,0,0,6,3,0,3,-6,8
O=C(OCC(=O)N1c2ccccc2Sc2ccccc21)c1cccnc1,-2,0.4,-4,-3,2,-13,2,4,-7,-1
COc1nc(OC)nc(N2CCC(C(=O)NCC3CCCCC3)CC2)n1,-5,0.4,1,-4,3,-9,8,-7,1,3
CCN(Cc1ccccc1)C(=O)COC(=O)c1cc(S(=O)(=O)Nc2c(C)n(C)n(-c3ccccc3)c2=O)ccc1C,-2,0.0,1,-7,-1,0,6,0,-4,1
CC(=O)Nc1ccc(NC(=O)C2CCCN(c3nnc(-n4cccc4)s3)C2)cc1 (stereo not drawn),-4,-1.0,6,2,-3,-22,-1,-13,-4,-2

# Assay outcomes: PubChem BioAssay, The Scripps Research Institute Molecular Screening Center
